# Mdm2 MdmX PPI = disrupts the human Mdm2-MdmX interaction. actives 3% (n = 330,000). inhibition, % at 8 µM. SaOS-2 split-luciferase Mdm2/MdmX complementation, luminescence. O15151+Q00987;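 active means inhibition of at least 50% at 8 µM in the primary screen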
# Target sequence (O15151 whole entry, looked up): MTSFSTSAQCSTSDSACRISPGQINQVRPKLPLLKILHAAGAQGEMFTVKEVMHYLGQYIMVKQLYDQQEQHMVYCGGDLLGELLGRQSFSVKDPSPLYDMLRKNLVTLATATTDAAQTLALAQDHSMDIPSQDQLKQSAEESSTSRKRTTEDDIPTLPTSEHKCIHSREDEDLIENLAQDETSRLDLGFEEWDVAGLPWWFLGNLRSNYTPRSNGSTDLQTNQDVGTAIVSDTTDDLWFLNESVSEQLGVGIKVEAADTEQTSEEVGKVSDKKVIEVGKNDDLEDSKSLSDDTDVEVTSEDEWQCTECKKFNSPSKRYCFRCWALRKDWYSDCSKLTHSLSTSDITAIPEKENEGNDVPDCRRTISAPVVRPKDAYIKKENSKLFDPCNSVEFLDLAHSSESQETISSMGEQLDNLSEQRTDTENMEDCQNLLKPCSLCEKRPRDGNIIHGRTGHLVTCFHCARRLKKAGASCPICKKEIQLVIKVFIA
# Target sequence (Q00987 whole entry, looked up): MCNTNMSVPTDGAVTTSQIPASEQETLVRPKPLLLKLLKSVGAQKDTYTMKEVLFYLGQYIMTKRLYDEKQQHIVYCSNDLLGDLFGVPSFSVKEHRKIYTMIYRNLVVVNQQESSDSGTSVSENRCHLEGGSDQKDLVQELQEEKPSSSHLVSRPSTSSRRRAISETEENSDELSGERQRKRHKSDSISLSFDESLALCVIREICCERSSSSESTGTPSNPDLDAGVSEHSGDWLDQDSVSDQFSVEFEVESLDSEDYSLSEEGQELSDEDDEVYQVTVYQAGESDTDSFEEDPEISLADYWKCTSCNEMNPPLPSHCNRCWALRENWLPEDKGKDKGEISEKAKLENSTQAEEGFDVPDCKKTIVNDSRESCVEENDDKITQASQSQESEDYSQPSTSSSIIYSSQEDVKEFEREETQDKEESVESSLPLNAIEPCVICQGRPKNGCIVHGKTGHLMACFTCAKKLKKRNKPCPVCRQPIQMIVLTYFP
# tim10-1 inh = growth inhibitors of tim10-1 mutant yeast. inhibition, % at 20 µM. S. cerevisiae tim10-1 ts strain growth, BacTiter-Glo, 24 h. actives 2.2% (n = 330,000);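 active means inhibition of at least 40%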;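 further: mutant grown at 25 °C; 0% = DMSO wells with yeast and 100% = wells holding no yeast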
# UPR CHOP act = activators of apoptotic arm of unfolded protein response (CHOP); CHO-CHOP luciferase reporter, UPR activation, luminescence; percent of tunicamycin response over DMSO baseline; activation, % at 10 µM; actives 0.34% (n = 330,000);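 active means at 10 µM dose, activation of 40% or more, normalized to positive control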;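 further: 100% = tunicamycin at 10 µg/mL and 0% = DMSO alone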
#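 Test system: CHO CHOP reporter cells. Input: 500 CHO-CHOP cells per well. Medium: F12 with 10% FBS. Technique: luciferase luminescence. Measure: percent activation relative to tunicamycin control. Dosing: 10 µM compound, 0.5% DMSO. Timing: 16-18 h cell attachment, then 6 h compound exposure, 37 °C.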
# 697 NFkB inh = inhibitors of the PMA/ionomycin-induced NF-kB reporter in 697 B cells; 697 B-cell NF-kB luciferase reporter, 16 h; inhibition, % at 4 µM; actives 0.33% (n = 330,000); in the data active means inhibition above about 35%
# UPR XBP1 act = adaptive UPR (XBP1) activation | CHO-XBP1 luciferase reporter, IRE1-XBP1 UPR activation, luminescence; percent of tunicamycin response, DMSO as zero | activation, % at 20 µM | actives 0.33% (n = 330,000) | AID 463104;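 active means versus positive control, 20 µM dose yields 30% or more activation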;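 further: 100% = tunicamycin at 10 µg/mL and 0% = DMSO only wells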
#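 Material: CHO cell line with stable XBP1 luciferase reporter; schedule: 16-18 h cell attachment at 37 °C, then 6 h compound exposure; signal: glow luminescence from Steady-Glo reagent; medium: serum-containing F12 medium, 10% FBS; benchmarks: tunicamycin 10 µg/mL and vehicle-only wells; read-out: percent activation relative to tunicamycin reference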
# TIM10 inh = inhibits growth of TIM10 yeast strain. S. cerevisiae TIM10 strain growth, BacTiter-Glo luminescence, 24 h. actives 1.4% (n = 330,000). AID 463195. inhibition, % at 10 µM;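 active means inhibition of 40% or more at the single tested concentration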;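 further: wild-type TIM10 isogenic control strain grown at permissive 25 °C; 0% = DMSO yeast wells and 100% = minimal medium wells without yeast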
# Jurkat NFkB inh = inhibitors of the PMA/ionomycin-induced NF-kB reporter in Jurkat cells | actives 0.53% (n = 330,000) | AID 435003 | inhibition, % at 4 µM | PMA/ionomycin-induced NF-kB luciferase reporter, luminescence; in the data active means inhibition above about 50%
# tim23-1 inh = growth inhibitors of tim23-1 mutant yeast; AID 463212; S. cerevisiae tim23-1 growth, BacTiter-Glo luminescence, 24 h; actives 1.3% (n = 330,000); inhibition, % at 20 µM;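 active means growth inhibition of the mutant yeast at or above 50%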;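 further: temperature-sensitive mutant grown at 25 °C; plate controls were DMSO-treated mutant yeast for no effect and medium wells lacking yeast for full effect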
# Starred values were filed as active, the others as inactive. Rows were taken by chance. About 6.6% of those tested had a hit in this group.
SMILES,Mdm2 MdmX PPI,tim10-1 inh,UPR CHOP act,697 NFkB inh,UPR XBP1 act,TIM10 inh,Jurkat NFkB inh,tim23-1 inh
O=C(C1CCN(C2CCN(C/C(Cl)=C/c3ccccc3)CC2)CC1)N1CCOCC1,-3,0,2.9,-5,-2,6,8,2
O=C(O)C1CSC(c2ccc3c(c2)OCO3)N1 (stereo not drawn),2,-10,-0.4,14,-1,10,-9,18
CC1Cc2ccccc2N1CC(=O)NC(=O)NCc1ccccc1 (stereo not drawn),12,9,-0.2,-1,0,-12,-5,32
Cc1nn(-c2ccccc2)c(C)c1/C=N/n1c(-c2ccncc2)n[nH]c1=S,25,14,0.9,-186,2,4,9,-1
CC(=O)c1ccc(NC(=O)COC(=O)c2nc(Cl)ccc2Cl)cc1,14,3,1.8,1,0,20,11,-3
CC(=O)c1ccc(NC(=O)C2CCCN2S(=O)(=O)c2cccc3cccnc23)cc1 (stereo not drawn),12,34,0.0,22,-2,16,-3,19
CN(C1CCCCC1)S(=O)(=O)c1ccc(S(=O)(=O)N2CCN(C(=O)c3ccccc3F)CC2)cc1,23,13,0.2,4,0,-6,14,-9
CC(C)NC(=O)NC(=O)CN1C(=O)NC2(CCc3ccccc3C2)C1=O (stereo not drawn),13,25,-0.4,-6,1,-16,-7,18
O=[N+]([O-])c1ccccc1-c1ccc(/C=N/n2cnnc2)o1,-10,24,0.3,23,2,20,9,0
O=C(CNC(=O)C(c1ccccc1)c1ccccc1)OCC(=O)c1cccs1,-21,11,1.4,-16,0,22,-3,19
Cc1ccccc1C(=O)NC1CCN(C(=O)Nc2ccc(F)cc2)CC1,6,-7,1.2,-9,-5,0,12,8
Cc1cc(Cl)ccc1OCC(=O)N/N=C1\CC2C=CCC12 (stereo not drawn),17,14,5.5,15,0,9,-1,10
COC(=O)N1C(=O)[C@@](c2ccccc2)(C(C)C)N1C(=O)OC,55*,17,-0.4,17,-4,19,22,24
CCN1C(=O)N(CC)C2C1N(CO)C(=O)N2CO (stereo not drawn),-8,13,-0.8,0,1,1,-7,0
COCc1cc(C)nc(N)c1C#N,3,10,-0.7,-3,1,-2,6,2
Cc1ccc(OC(C)C(=O)N=Nc2c(O)[nH]c3ccc([N+](=O)[O-])cc23)cc1 (stereo not drawn),9,44*,14,-26,4,19,-2,-1
O=C(NCCCc1ccccc1)c1cncc(Br)c1,4,20,1.6,7,-1,6,-7,23
CSc1ccc(/C=N/NC(=O)CN2CCN(Cc3ccccc3Cl)CC2)cc1,-8,22,-0.7,2,1,22,-14,25
COc1ccc(C(=O)OCC(=O)c2ccc[nH]2)c(OC)c1,-36,0,3.0,-36,3,3,-49,5
Fc1ccc(C2c3cccn3CCN2C(=S)Nc2cccc(Br)c2)cc1 (stereo not drawn),16,35,-0.1,13,-3,36,-2,16

# Pulled by compound from the list above:
SMILES,Mdm2 MdmX PPI,tim10-1 inh,UPR CHOP act,697 NFkB inh,UPR XBP1 act,TIM10 inh,Jurkat NFkB inh,tim23-1 inh
O=C(CNC(=O)C(c1ccccc1)c1ccccc1)OCC(=O)c1cccs1,-21,11,1.4,-16,0,22,-3,19
CSc1ccc(/C=N/NC(=O)CN2CCN(Cc3ccccc3Cl)CC2)cc1,-8,22,-0.7,2,1,22,-14,25

# Continued.
SMILES,Mdm2 MdmX PPI,tim10-1 inh,UPR CHOP act,697 NFkB inh,UPR XBP1 act,TIM10 inh,Jurkat NFkB inh,tim23-1 inh
O=C(NCc1ccccn1)c1c(O)c2c([nH]c1=O)CCCC2,-16,-3,3.5,-5,1,2,-2,8
Cc1cc(C(=O)N2CCCC(N3CCN(c4cccc(C(F)(F)F)c4)CC3)C2)c(C)o1 (stereo not drawn),19,12,-0.3,23,-6,12,-11,12
O=C(NCc1cccnc1)c1ccc(CS(=O)(=O)c2ccc(Br)cc2)o1,27,11,0.8,2,0,0,-4,9
O=C(NNC1=NCCC1)c1cccc(S(=O)(=O)N2CCCCC2)c1,21,7,-3.0,-8,-3,2,4,9
CCOc1ccccc1-c1nnc(SCC(=O)NC2CC2)n1CC,-3,14,0.8,-12,-3,10,7,8
CSc1ccc(C2CC(=O)Nc3nc(SC)[nH]c(=O)c32)cc1 (stereo not drawn),5,-11,-0.7,5,-2,5,-1,-2
O=C(Nc1cccc(S(=O)(=O)NC2=NCCC2)c1)c1ccc(F)cc1F,22,9,-0.8,-6,0,10,-11,14
CCOc1ccccc1CNC(=O)CCCn1ncn2c(cc3occc32)c1=O,2,11,1.6,6,-3,10,-6,20
CN(C)CCN(Cc1ccco1)C(=O)c1oc2ccccc2c1NC(=O)COc1ccccc1,38,-3,-1.1,-7,-6,17,-6,13
O=C(NCN1C(=O)C2C3C=CC(C3)C2C1=O)OC1CCCCC1 (stereo not drawn),15,-13,-1.1,0,1,1,1,-3
O=C1NCCN1CCNS(=O)(=O)c1ccc2ccccc2c1,3,12,-1.6,17,-1,1,-5,12
Cc1ccc(NC(=O)c2cccc(S(=O)(=O)N(C)C3CCCCC3)c2)nc1,19,22,0.6,8,0,-25,3,25
CCC(=O)N(C)/C=C1\Sc2ccccc2C1=O,-3,-25,0.4,-4,0,-15,11,53*
COc1ccc(S(=O)(=O)N2CCCCCC2)cc1C(=O)N(C)CC(=O)Nc1cc(C)ccc1C,11,18,-1.4,3,-4,-3,3,13
Cc1c(Br)c([N+](=O)[O-])nn1CC(=O)NCc1ccccc1,-2,-5,-1.2,19,-2,4,-10,19
COc1ccc(N2CCN(C(=O)CCc3ccccc3)CC2)cc1,16,37,1.2,-1,-1,10,5,22
O=C(O)c1cc(-c2ccco2)[nH]n1,-5,6,2.0,1,-1,0,5,10
CN(C)/C=N/c1[nH]ncc1C#N,8,10,0.9,4,0,8,0,-9
COc1ccc(-c2ccc(=O)n(Cc3cccc(Cl)c3)n2)cc1,17,4,1.5,-10,2,-12,13,25
Cn1c(SCc2ccccc2)nnc1-c1ccco1,-22,21,4.8,-24,5,16,-28,15

# Four compounds from above, limited to UPR XBP1 act and 697 NFkB inh:
SMILES | UPR XBP1 act | 697 NFkB inh
COc1ccc(N2CCN(C(=O)CCc3ccccc3)CC2)cc1 | -1 | -1
O=C(O)c1cc(-c2ccco2)[nH]n1 | -1 | 1
CN(C)/C=N/c1[nH]ncc1C#N | 0 | 4
COc1ccc(-c2ccc(=O)n(Cc3cccc(Cl)c3)n2)cc1 | 2 | -10

# The listing continues.
SMILES,Mdm2 MdmX PPI,tim10-1 inh,UPR CHOP act,697 NFkB inh,UPR XBP1 act,TIM10 inh,Jurkat NFkB inh,tim23-1 inh
CCNC(=O)CC1C(=O)N(c2ccc(C)cc2)C(=O)N1Cc1ccccn1 (stereo not drawn),-16,-8,-1.1,17,3,4,0,9
CC1CCCCN1S(=O)(=O)c1ccc(S(=O)(=O)N2CCN(c3ccccc3)CC2)cc1 (stereo not drawn),57*,15,7.0,7,7,6,7,-27
CN(C)S(=O)(=O)N(Cc1ccc(Br)cc1)c1ccccc1,18,27,-0.3,5,-1,13,10,18
O=C(Nc1ncc(Cc2cc(Cl)ccc2Cl)s1)c1ccc([N+](=O)[O-])cc1,59*,16,2.4,-28,11,12,4,-2
O=C(NCc1ccccn1)c1cc(-c2ccc(Br)cc2)nc2ccccc12,7,2,1.4,12,-4,-2,4,15
CCOC(=O)CNC(=O)CNC(=O)Cn1ccc2ccccc2c1=O,21,10,1.6,2,1,7,1,12
Cc1cc(N(C)NC(=S)Nc2ccccc2)nc(C)n1,13,-13,3.0,0,-3,-8,8,-9
O=S(=O)(O)c1nc2ccccc2n1Cc1ccc(Cl)cc1Cl,13,4,-1.3,4,0,8,-8,7
CCOc1ccc(N/C(N)=N/c2nc(C)cc(C)n2)cc1,5,-19,0.8,2,-3,-5,7,-24
Cc1ccc(NC(=O)CCc2nc3ccccc3[nH]2)cc1C,1,-25,-0.3,7,-2,5,-12,-20
Cc1ccc(Nc2nc3ccccc3nc2Nc2c(C)n(C)n(-c3ccccc3)c2=O)cc1,37,16,0.4,-13,4,24,-1,24
O=S(=O)(/C=C/c1ccccc1)Nc1cccc(S(=O)(=O)NC2=NCCC2)c1,-8,-4,-1.2,-8,-1,-11,-8,14
O=C(CN1CCN(S(=O)(=O)N2CCCCCC2)CC1)Nc1cc(Cl)ccc1Cl,9,4,-1.8,2,-5,10,5,8
COc1nccnc1NS(=O)(=O)c1ccc(NC(=S)NC(=O)c2ccc(F)cc2)cc1,13,7,-0.7,13,-1,6,0,11
COc1ccc(CN2CCN(C(C)C(=O)NC(C)c3ccc(F)cc3)CC2)cc1F (stereo not drawn),18,2,-1.4,18,-1,2,12,8
COc1cccc(-c2csc(N3CCN(C(=S)Nc4ccc(Cl)cc4)CC3)n2)c1,15,18,0.6,-2,-1,11,0,9
CCOC(=O)Cc1csc(NC(=O)C(CC(C)C)NC(=O)C2CCCCC2)n1 (stereo not drawn),2,12,0.5,4,-6,1,11,17
COc1ccc([N+](=O)[O-])cc1NC(=O)CC(C)c1ccccc1 (stereo not drawn),-1,27,1.4,-5,-1,30,-17,19
O=C(CSc1ccc2ccccc2n1)NCc1ccc2c(c1)OCO2,8,3,-1.4,-4,0,-22,-4,19
C/C(Cn1cnc([N+](=O)[O-])n1)=N\NC(=O)c1ccc(F)cc1,40,2,-0.5,13,2,3,5,-9

# Part of the list above in order of molecular weight, highest first.
SMILES,Mdm2 MdmX PPI,tim10-1 inh,UPR CHOP act,697 NFkB inh,UPR XBP1 act,TIM10 inh,Jurkat NFkB inh,tim23-1 inh
CC1CCCCN1S(=O)(=O)c1ccc(S(=O)(=O)N2CCN(c3ccccc3)CC2)cc1 (stereo not drawn),57*,15,7.0,7,7,6,7,-27
O=C(Nc1ncc(Cc2cc(Cl)ccc2Cl)s1)c1ccc([N+](=O)[O-])cc1,59*,16,2.4,-28,11,12,4,-2
CCOc1ccc(N/C(N)=N/c2nc(C)cc(C)n2)cc1,5,-19,0.8,2,-3,-5,7,-24
